Compound activity deposited in PubChem BioAssay by several laboratories.
Wee1 stabilizer: Wee1 degradation inhibitors, primary screen, cell-based, HeLa, Wee1K328M-luciferase, luminescence; Wee1-like protein kinase (Homo sapiens), P30291; hit rate 1.2% among 220,000; AID 1321, 2008; reporter increase, % at 5 µM; HeLa Luc-Wee1K328M stability; 100% = proteasome inhibitor MG132 effect;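 active means activation above the mean of all tested compounds plus 3 SD, set per screening run, cut at about 8.8% in these data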;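 further: cells exposed to compound for 20 h before luminescence read; 0% = DMSO alone and 100% = MG132 at 30 µM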
FXIIa inh 1536: human FXIIa protease inhibitors, primary screen, biochemical, 1536-well; Coagulation factor XII (Homo sapiens), P00748; AID 800, 2007; hit rate 0.3% among 220,000; purified FXIIa, Boc-QGR-AMC fluorogenic substrate, 2 h; inhibition, % at 5 µM; in the data active means inhibition above about 40%;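 further: 0% = enzyme with no compound and 100% = blank without enzyme; many of its hits are not listed in these tables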
KLK5 inh: human KLK5 protease inhibitors, primary screen, biochemical, 1536-well; Kallikrein-5 (Homo sapiens), Q9Y337; recombinant hK5, fluorogenic AMC substrate cleavage; inhibition, % at 5 µM; hit rate 0.59% among 210,000; AID 873, 2007;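 active means inhibition of 40% or more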;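 further: 0% = enzyme controls without compound and 100% = no-enzyme blanks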
Target sequence (Q9Y337 67-293 limits assumed): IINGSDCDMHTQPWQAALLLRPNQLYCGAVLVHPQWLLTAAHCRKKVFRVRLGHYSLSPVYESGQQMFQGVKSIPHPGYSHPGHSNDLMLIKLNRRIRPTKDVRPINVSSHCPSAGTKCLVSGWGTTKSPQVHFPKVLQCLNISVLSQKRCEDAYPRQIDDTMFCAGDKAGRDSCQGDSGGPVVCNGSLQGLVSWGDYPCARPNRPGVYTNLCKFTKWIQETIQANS
p97 inhibitor: inhibitors of human p97 ATPase, primary screen, biochemical | Transitional endoplasmic reticulum ATPase (Homo sapiens), P55072 | recombinant p97 ATPase, Kinase-Glo ATP luminescence, 3 h | inhibition, % at 8 µM | hit rate 0.42% among 220,000; in the data active means inhibition above about 15%;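 further: 0% = DMSO vehicle and 100% = wells lacking enzyme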
Furin inhibitor: human furin inhibitors, primary screen, biochemical, fluorescence intensity | P09958 | purified furin, fluorogenic substrate cleavage | inhibition, % at 30 µM | hit rate 0.061% among 220,000 | AID 463115, 2010; in the data active means inhibition above about 25%; further: inactives centre near -15
KCC2 mod: KCC2 cotransporter modulators, thallium flux, primary screen, cell-based, HEK293 KCC2, FluoZin-2 fluorescence, MLSMR; Solute carrier family 12 member 5 (Homo sapiens), Q9H2X9; KCC2 cells, thallium flux FluoZin-2 fluorescence; B-score of Tl+ flux slope (higher = more flux/activation; lower = inhibition) at 10 µM; hit rate 2.2% among 190,000; AID 1456, 2008;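 active means thallium flux slope and its plate-corrected score both differing from the plate sample mean at a set confidence after two filtering rounds, in either direction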;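 further: slope of fluorescence scaled to starting intensity during 10 to 20 s after thallium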
FXIa inh: human FXIa protease inhibitors, primary screen, biochemical, 1536-well; inhibition, % at 5 µM; purified FXIa, Boc-Glu-Ala-Arg-AMC fluorogenic substrate; hit rate 0.14% among 220,000; Coagulation factor XI (Homo sapiens), P03951;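 active means inhibition of at least 40%; inactive means inhibition below 40%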;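 further: fluorescence of freed AMC excited at 355 nm; 0% = enzyme without compound and 100% = no enzyme blank; many of its hits are not listed in these tables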
Target sequence (P03951 19-387 limits assumed): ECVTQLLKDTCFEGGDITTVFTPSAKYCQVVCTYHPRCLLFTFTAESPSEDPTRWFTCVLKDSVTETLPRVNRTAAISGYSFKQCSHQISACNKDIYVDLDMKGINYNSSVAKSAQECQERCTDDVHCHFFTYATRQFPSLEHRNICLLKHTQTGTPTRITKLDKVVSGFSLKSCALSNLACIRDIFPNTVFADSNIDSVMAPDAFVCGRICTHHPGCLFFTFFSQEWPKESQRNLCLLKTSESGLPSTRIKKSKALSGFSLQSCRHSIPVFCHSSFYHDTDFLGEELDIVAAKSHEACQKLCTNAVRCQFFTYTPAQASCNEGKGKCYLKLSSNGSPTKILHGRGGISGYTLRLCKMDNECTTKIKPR
Target sequence (P03951 388-625 limits assumed): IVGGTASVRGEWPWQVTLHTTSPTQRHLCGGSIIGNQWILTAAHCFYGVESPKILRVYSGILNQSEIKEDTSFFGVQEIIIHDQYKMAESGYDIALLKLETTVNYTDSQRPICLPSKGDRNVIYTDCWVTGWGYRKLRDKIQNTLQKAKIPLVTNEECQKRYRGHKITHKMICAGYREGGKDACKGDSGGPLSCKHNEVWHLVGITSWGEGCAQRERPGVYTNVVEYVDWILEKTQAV
thrombin 1536: human alpha-thrombin inhibitors, primary screen, counter-screen for coagulation protease inhibitor project, biochemical, 1536-well, fluorogenic AMC substrate; Prothrombin (Homo sapiens), P00734; AID 1046, 2008; Boc-VPR-AMC fluorogenic substrate cleavage; hit rate 0.26% among 220,000; inhibition, % at 5 µM;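 active means inhibition at or above 40%; inactive means inhibition below 40%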;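 further: 0% = enzyme with no compound and 100% = wells without enzyme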
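Material: human alpha-thrombin protein. Incubation: reaction at ambient temperature. Technique: fluorescence of released AMC, ex 355 nm, em 460 nm. Control set: no-compound enzyme wells and no-enzyme blanks. Also added: Boc-VPR-AMC substrate, 15 µM final. Buffer or medium: pH 7.5 Tris (50 mM) with NaCl 150 mM, Tween 20 0.05%.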
PERK inh: block of dimerizer-induced PERK translation repression, primary screen, PERK inhibitor project, CHO PERK-DD cells, SEAP luminescence, HTS. Eukaryotic translation initiation factor 2-alpha kinase 3 (Homo sapiens), Q9NZJ5. CHO PERK-DD fusion, SEAP luminescence translation reporter. inhibition, % at 5.6 µM. hit rate 0.17% among 220,000. AID 1416, 2008;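 active means inhibition above the mean inhibition of all tested compounds plus 3 SD, set separately per screening campaign, cut at about 2.9% in these data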;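 further: PERK kinase domain activated by AP20187 dimerizer at 100 nM; 0% = DMSO with dimerizer and 100% = rapamycin at 8.4 µM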
* = called active by the depositor; . = no result given; [ ] = dose if it differs, or a comment.

mol,Wee1 stabilizer,FXIIa inh 1536,KLK5 inh,p97 inhibitor,Furin inhibitor,KCC2 mod,FXIa inh,thrombin 1536,PERK inh
O=C(/C=C/c1ccccc1[N+](=O)[O-])NCCc1ccc(F)cc1,0,2,-9,5,-14,-3.8,1,-8,0.4
COc1cc(NC(=O)Nc2ccc(Cl)c(Cl)c2)c(C(=O)O)cc1OC,-1,6,6,5,-19,-2.8,0,-5,1.6
c1ccc2c(c1)nc(NCCN1CCOCC1)c1nncn12,-2,27,3,8,-22,-0.62,4,-2,0.5
CC(=O)NNc1ncnc2c1cnn2-c1ccc(C)c(C)c1,-1,11,0,8,-27,-0.16,2,2,0.4
COc1ccc(C2=CC(c3cccc(OC)c3)n3nnnc3N2)cc1 (stereo unspecified),-2,1,-6,2,-7,-0.065,4,1,1.0
O=C1C(Cl)=C(NC2CCCCC2)C(=O)N1Cc1ccccc1,0,6,-4,0,-15,0.98,-2,-8,0.3
COC(=O)CS(=O)(=O)c1cc(Br)cc2c1N(C(C)=O)CC2,-4,11,-20,1,-14,-1.7,-8,-3,1.0
Cc1ccc(OCCNc2cc(N3CCN(CCO)CC3)ccc2[N+](=O)[O-])cc1C,-3,11,-12,-5,-6,-0.78,3,-5,-1.4
c1csc(CN2CCOCC2)c1,1,0,-13,3,-15[20 µM],0.86,-9,-4,0.7
O=C(N=C1SCC(=O)N1c1ccccc1Cl)c1ccco1,14*,-2,-18,5,-14,1.8,-5,-7,0.5
CCOC(=O)c1[nH]c(C)c(C(=O)NC2CCN(C(=O)OCC)CC2)c1C,0,25,-3,-7,-27,1.3,23,2,0.0
O=C(c1oc2ccccc2c1N1CCCCC1)N1CCCCC1,0,18,5,-3,-23[20 µM],-0.28,7,4,0.1
NS(=O)(=O)c1ccc(NN=C2CCN(Cc3ccccc3)CC2)c([N+](=O)[O-])c1,3,6,5,0,-15,2.5,0,-4,-0.4
Cc1ccc(S(=O)(=O)NCCC(=O)Nc2ccc(C)c(Cl)c2)cc1C,3,10,-5,-2,-10,1.3,5,0,-0.4
CC(C)OC(=O)c1ccc(NC(=O)Cn2c(-c3nonc3N)nc3ccccc32)cc1,1,-3,-7,8,-7[20 µM],0.26,-7,-4,-0.6
CCC(Oc1ccccc1)C(=O)N1CC(C)CC(C)C1 (stereo unspecified),-2,25,-13,0,-18[20 µM],1.1,17,-1,0.2
CS(=O)(=O)N(CC(=O)N1CCOCC1)c1ccc2c3c(cccc13)CC2,0,8,-8,2,-28[20 µM],.,-3,0,0.5
CCN(CC)S(=O)(=O)c1cc(C(=O)O)c(Cl)cc1Cl,2,3,12,3,-23[20 µM],.,-2,-2,0.6
CC(C)(C)NC(=O)C(=O)NCc1ccccn1,2,8,-11,6,-23,.,4,0,0.7
Cc1ccc(-n2c(C)cc(C(=O)OCC(=O)N(C)C3CCS(=O)(=O)C3)c2C)cc1 (stereo unspecified),-3,11,3,1,-12,-0.54,1,-1,0.4
CN(c1ccc(C(=O)NCC2CCCO2)cc1)S(C)(=O)=O (stereo unspecified),5,13,-2,-4,4[20 µM],0.7,3,-2,0.1
Cc1cc(Nc2cccc(F)c2)nc(N2CCOCC2)n1,-3,5,0,2,-11,-0.57,0,-2,-0.9
Cc1cc(NC(=O)CCC(=O)N(CC(=O)NC2CCCC2)Cc2ccco2)no1,5,-3,-16,1,-17[20 µM],1.1,1,-10,0.4
Cc1ccc(NC(=O)CCCCCC2NC(=O)NC2C)cc1 (stereo unspecified),-2,20,0,5,-3[20 µM],-1.4,7,2,0.1
Cc1ccccc1CSc1nnc(C)c(=O)n1N,-1,6,3,6,-17,0.27,0,-7,1.4
N#C/C(=C\N1CCCCC1)S(=O)(=O)c1ccc(Cl)cc1,-2,5,5,4,-17,0.53,4,1,0.4
CN1CCN(C(=O)CCN2C(=O)/C(=C/c3ccccc3Cl)SC2=S)CC1,0,10,-4,2,-12,-0.83,15,-7,0.7
CCc1ccc2c(c1)c1nc(C)sc1n2CC(=O)OC,1,-2,-21,-2,-23[20 µM],0.11,-5,-3,-0.3
CC(N=c1ccccn1C(=O)Nc1ccc(Cl)cc1)c1ccco1 (stereo unspecified),0,13,-20,2,-21,0.61,4,-2,0.8
FC(F)(F)c1cnc2c(-c3ccc(Cl)cc3Cl)noc2c1,1,2,3,6,-37[20 µM],-0.045,-1,-3,0.8
COc1ccc(C(=O)OCn2nnc3ccccc3c2=O)cc1OC,-1,-2,21,-4,-5,0.86,-10,-1,-0.3
O=C1c2ccccc2NC2(CCCC2)N1O,-2,8,-7,0,-9[20 µM],1.5,11,0,0.3
COC(=O)c1c(-c2ccccc2)csc1NC(=O)c1ccco1,5,17,11,-6,-5,-0.038,17,12,-0.3
CCC(Sc1nc(N)cc(=O)[nH]1)C(=O)Nc1cc(C)on1 (stereo unspecified),-2,8,1,3,-26,-0.55,-4,-8,1.0
CC(C)(C)CC(C)(C)NC(=O)c1ccc2snnc2c1,4,9,1,-5,-21,0.22,2,0,0.2
C=CCn1c(-c2csc(-c3ccccc3)n2)n[nH]c1=S,-1,18,-1,1,-15[20 µM],1.7,5,4,-0.1
CC(C)(C)c1ccc(OCC(=O)Nc2ccc(-c3nc4cccnc4o3)cc2)cc1,-1,9,-41,3,-20[20 µM],1.4,-5,0,0.5
CCCCc1ccc(/C=C2\C(=O)c3ccccc3C(O)=C2C(=O)OCC)cc1,0,0,-16,-3,-5,.,-8,-11,-0.1
CNCC(O)C(O)C(O)C(O)CO (stereo unspecified),0,12,2,3,-29,0.057,4,3,1.3
CC(=O)c1ccc(NC(=S)N(C)C2CCN(C)CC2)cc1,0,17,-21,6,-5,-0.35,6,2,0.8
Cc1nc(CS(=O)(=O)c2ccccc2)cc(Sc2ccc(Cl)cc2)n1,2,13,-28,3,-12[20 µM],.,4,-11,-0.6
CCOc1ccc(S(=O)(=O)NC(Cc2cnc[nH]2)C(=O)O)cc1 (stereo unspecified),0,-1,-6,2,-17,-0.58,-5,-8,0.3
S=C1NCN(Cc2ccccc2)CN1,0,9,-6,-2,-22,0.53,2,-5,0.6
COc1ccc(C2C(C(=O)Nc3cccnc3)=C(C)Nc3nc(-c4cccs4)nn32)cc1 (stereo unspecified),2,15,-11,3,-18[20 µM],-1,3,-1,-0.3
Nn1c(SCC(=O)Nc2ccc3c(c2)OCO3)nnc1-c1ccc(Cl)cc1,1,20,0,5,-10[20 µM],0.23,14,2,-0.2
C[C@H](CCC(=O)O)[C@H]1CC[C@H]2[C@@H]3C(=O)C[C@@H]4CC(=O)CC[C@]4(C)[C@H]3CC(=O)[C@]12C,-2,28,-11,3,-12,-0.74,18,0,-0.2
COc1cc(C2C(C#N)=C(N)OC3=C2C(=O)CC(C)(C)C3)c([N+](=O)[O-])cc1OC (stereo unspecified),1,19,-5,4,-3,.,4,2,0.9
N#C/C(=C/c1ccc(Sc2nc3ccccc3[nH]2)o1)c1cccc(Br)c1,0,5,8,-3,-1[20 µM],-0.59,-22,-4,-2.1
O=C(CC1Nc2ccccc2NC1=O)NCC1COc2ccccc2O1 (stereo unspecified),3,29,-11,2,-9,.,7,-1,-0.4
COC(=O)c1ccc(NC(=O)CN2C(=O)CCC2=O)cc1,1,0,1,4,-10,0.7,1,-9,0.4

New compounds follow.
mol,Wee1 stabilizer,FXIIa inh 1536,KLK5 inh,p97 inhibitor,Furin inhibitor,KCC2 mod,FXIa inh,thrombin 1536,PERK inh
CCN(CC(=O)N1CCN(C)CC1)S(=O)(=O)c1ccc(Cl)cc1,-1,-8,-5,3,-8[20 µM],-0.074,4,6,0.6
CCOc1cc(Br)c(C(=O)O)cc1OC,0,15,-6,3,-16[20 µM],-1.7,2,2,0.8
O=c1c2cnn(-c3ccccc3)c2ncn1Cc1ccccc1,-1,2,-13,0,-5[20 µM],-2.4,2,-2,-0.2
C/C(=N\NC(=O)C1CC1)c1ccc(N2CCOCC2)cc1,2,7,2,-3,-5,0.71,-5,-15,0.1
CCNc1nc(N2CCOCC2)nc(N(c2ccccc2)c2ccccc2)n1,-1,11,-5,3,-15[20 µM],.,-8,2,2.0
CC(C)N(C(=O)CS(=O)(=O)c1ccc(Cl)c(Cl)c1)C(C)C,0,-1,-9,6,-16,0.18,-4,0,1.1
C/C(=N\NC(=O)c1ccc(Cl)cc1)c1cccc(NC(=O)c2cccnc2)c1,2,16,-12,3,-26,-1.9,3,-2,1.4
COc1cc(/C=N/n2nnnc2Nc2ccccc2)cc(OC)c1OC,2,2,-10,4,-9,0.87,2,-6,-1.1
COC(=O)c1cc(C)sc1NC(=O)C1CC(=O)NN1Cc1ccccc1 (stereo unspecified),-4,2,-2,-6,-9,-0.57,6,-4,-0.4
CC(=O)N1CCC(O)(c2cccc(C(F)(F)F)c2)CC1,-1,16,-8,2,-14,0.005,4,0,2.8
COc1ccc(NC(=O)C2CCCN(S(=O)(=O)c3cccc4nonc34)C2)c(OC)c1 (stereo unspecified),3,17,-2,0,-31,0.032,13,0,-1.1
N#CC1=C(N)Oc2c(oc(CO)cc2=O)C1c1ccsc1 (stereo unspecified),-1,8,-24,4,-15[20 µM],0.016,6,-5,1.8
O=[N+]([O-])c1cccc(C(=S)N2CCCC2)c1,0,6,4,0,-12,0.22,2,-9,-1.0
COCCNC(=O)CN(c1cc(C(F)(F)F)ccc1Cl)S(C)(=O)=O,10*,16,5,-4,-8,-4*,6,7,0.1
Cn1cc(C(=O)c2ccc(Cl)cc2)cc1-c1nc2ccccc2n1C,1,-7,-6,9,-17,-1.9,-11,0,-0.7
CCCOC(=O)Nc1sc2c(c1C(N)=O)CCCC2,0,9,3,-3,-11,0.092,-1,-5,-0.2
O=S(=O)(Nc1cccc2c1CCCC2)c1cccc(C(F)(F)F)c1,-2,3,-5,-2,2,-0.31,0,-4,0.6
CCC12CN(S(=O)(=O)c3ccc(C)cc3)CC(CC)(CN(S(=O)(=O)c3ccc(C)cc3)C1)C2=O,0,7,-4,2,-22[20 µM],0.19,-2,-3,0.1
COc1cccc(CNC(=O)c2c[nH]n3c(=O)c(Cl)c(C)nc23)c1,1,6,-6,2,-5,0.012,-3,-2,-0.1
Cc1ccc(S(=O)(=O)Nc2cnc3ccccc3c2)cc1,0,11,4,-3,-11,-0.5,-1,-7,-0.2
